# High-throughput results deposited in PubChem BioAssay by several laboratories.
# APP 5'UTR act: APP 5'UTR luciferase reporter activation; AID 1276; activation, % at 2 µM; hit rate 1% among 190,000; SH-SY5Y APP 5'UTR luciferase reporter, luminescence; zero percent = DMSO vehicle wells;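 active = activation above a set limit, based on mean plus 3 SD of controls, cut at about 140% in these data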; also: values of inactives mirror those of a sister screen read the other way
# STAT1 activator: increases IFN-gamma driven STAT1 reporter signal. activation (% of control), % at 5.5 µM. NIH 3T3 STAT1-luciferase reporter, luminescence; 100% = IFN-gamma alone, no compound. AID 932. hit rate 2.6% among 200,000;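 active = activation above the screen-wide mean activation plus 3 SD, cut at about 130% in these data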;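 also: raw ratio to IFN-gamma control signal so 100% means no change and 0% no light; values of inactives mirror those of a sister screen read the other way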
# FLuc inh counter: Photinus pyralis luciferase inhibition counter-screen. P08659. ATPLite firefly luciferase biochemical luminescence, 10 min. inhibition, % at 10 µM. hit rate 1.5% among 200,000;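 active = inhibition above about 50% when tested at 10 µM, limit read from the data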
# Target sequence (P08659 whole entry, looked up): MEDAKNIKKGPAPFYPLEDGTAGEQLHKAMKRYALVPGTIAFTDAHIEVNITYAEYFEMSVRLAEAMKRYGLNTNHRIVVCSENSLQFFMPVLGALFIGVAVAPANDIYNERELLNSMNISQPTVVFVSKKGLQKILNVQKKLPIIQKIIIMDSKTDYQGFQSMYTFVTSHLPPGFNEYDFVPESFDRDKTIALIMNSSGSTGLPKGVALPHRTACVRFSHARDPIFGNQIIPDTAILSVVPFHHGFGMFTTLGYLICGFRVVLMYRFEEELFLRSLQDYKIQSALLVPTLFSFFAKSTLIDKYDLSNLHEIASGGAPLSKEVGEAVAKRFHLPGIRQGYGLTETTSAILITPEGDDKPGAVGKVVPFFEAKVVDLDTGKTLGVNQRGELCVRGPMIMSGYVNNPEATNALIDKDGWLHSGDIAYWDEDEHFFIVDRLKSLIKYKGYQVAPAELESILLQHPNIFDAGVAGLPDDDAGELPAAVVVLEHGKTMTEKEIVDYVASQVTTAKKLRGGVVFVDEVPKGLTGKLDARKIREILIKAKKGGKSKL
# APP transl inh: APP translation inhibition; SH-SY5Y APP 5'UTR-luciferase reporter, luminescence; inhibition, % at 2 µM; hit rate 0.82% among 190,000;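 active = inhibition above a set limit, derived from the sample mean plus 3 SD, cut at about 45% in these data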; also: values of inactives mirror those of a sister screen read the other way
# Redox H2O2 prof: compounds producing H2O2 with reducing agent – biochemical, NIH compound library profiling, artefact control for MLSCN library redox annotation, primary screen | AID 878 | hit rate 0.03% among 200,000 | activation, % at 10 µM | DTT-dependent redox cycling H2O2, phenol red/HRP absorbance; 100% = 100 µM peroxide control, 0% = buffer;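 active = activation of at least 50% relative to the plate's high and low controls in the primary single-dose screen; inactive = activation below 50%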;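 also: compound incubated with DTT at 0.8 mM final as the reducing agent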
# NF-kB expr up: compounds increasing NF-kB expression in human neuronal cells; NF-kB reporter expression; hits give high values; fold change at 12.5 µM; hit rate 1.6% among 190,000; in the data active = fold change above about 3.3
# Hsp70 activator: Hsp70 transcriptional activation, primary screen. HeLa Hsp70 promoter luciferase reporter, luminescence; scaled: vehicle 0, proteasome-inhibitor control 100%. activation, % at 10 µM. hit rate 0.04% among 200,000;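 active = activation above the mean across all tested compounds plus 3 SD, cutoff set per campaign, cut at about 5.5% in these data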;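 also: 100% = MG132 at 30 µM as the positive control and 0% = DMSO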
# G6PDH counter: inhibits Leuconostoc G6PDH, flagging false hits in G6PDH-based assays | Purified L. mesenteroides G6PDH, diaphorase/resazurin coupled fluorescence, 45 min | hit rate 0.12% among 200,000 | AID 1020 | inhibition, % at 5 µM; in the data active = inhibition above about 50%
# FLuc stim CS: firefly luciferase counter-screen for stimulation assays; ATPlite luciferase biochemical, luminescence, 10 min; 0 = ATP-free wells, 1 = DMSO control; activation factor at 10 µM; 200,000 tested, under 10 active; AID 1027;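 active = luciferase activation factor, scaled between plate controls, of at least 2 with compound at 10 µM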
#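 assay system = Luciferase/luciferin detection reagent, cell-free biochemical luciferase assay | also added = ATP substrate | times = 10 min post-reagent at room temperature | measured by = luminescence from luciferase reaction | measure = luciferase activation, seen as luminescence increase over controls | benchmarks = low control with PBS replacing ATP, high control enzyme plus ATP without compound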
# Efa HMGR inh: blocks class II HMG-CoA reductase of Enterococcus faecalis; hit rate 0.41% among 190,000; inhibition, % at 10 µM; AID 1066; purified E. faecalis HMGR, NADPH absorbance 340 nm kinetic;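 active = inhibition above a set limit, the median over all tested compounds plus 3 SD, cut at about 9.5% in these data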;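 also: enzyme runs in reverse so mevalonate oxidation gives rising NADPH absorbance; 0% = complete reaction with DMSO and 100% = background rate lacking mevalonate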
# Starred values were filed as active, the others as inactive; · = no result given.
SMILES	APP 5'UTR act	STAT1 activator	FLuc inh counter	APP transl inh	Redox H2O2 prof	NF-kB expr up	Hsp70 activator	G6PDH counter	FLuc stim CS	Efa HMGR inh
CCCc1[nH]nc2c1C(c1ccc(O)c(OC)c1)C(C#N)=C(N)O2 (stereo unspecified)	-5	101	-3	5	0.9	1.1	0.0	7	1	0
COC(=O)c1ccccc1OCCOCCOc1cccc2cccnc12	24	91	-2	-24	0.2	0.93	-0.3	9	1	3
CCn1c2ccccc2c2nnc(SCC(=O)Nc3c(C)n(C)n(-c4ccccc4)c3=O)nc21	26	100	-12	-26	-4.8	1.1	-0.2	5	1.1	-8
COc1ccccc1NC(=S)NCc1ccco1	-1	100	4	1	0.1	1.2	-0.4	-5	1	2
FC(F)(F)c1cnc(C(c2ccccc2)c2ncn[nH]2)c(Cl)c1 (stereo unspecified)	12	95	-9	-12	-0.3	1.3	0.1	14	1.1	-1
CCS(=O)(=O)N1CCCC(C(=O)NCCN2CCC(Cc3ccccc3)CC2)C1 (stereo unspecified)	-6	99	-2	6	-0.1	1	-0.1	5	1	-1
CN1CCN(C(=O)c2cccc(COc3cc(Cl)ccc3Cl)c2)CC1	60	113	-1	-60	-0.2	1.4	0.0	8	1	0
CCN(CC)CC(=O)Nc1sc2c(c1C(=O)c1ccccc1C)CCC2	-5	100	-9	5	-0.2	1.3	-0.1	15	1.1	-6
CC(=O)c1c(C)[nH]c(C(=O)NCc2cccs2)c1C	8	98	-1	-8	0.7	1.2	0.0	27	1	0
CCc1cc(C(=O)O)c(NC(=O)C(c2ccccc2)c2ccccc2)s1	3	100	-7	-2	0.1	0.97	-0.3	3	1.1	-3
CCO[C@@H]1OC(C(=O)N2CCN(Cc3ccccc3)CC2)=C[C@H](c2ccc(C(F)(F)F)cc2)[C@H]1CCCO	-5	97	-6	5	0.6	0.67	0.2	14	1.1	-4
CC(C)C(=O)Nc1cccc(C(=O)Nc2nnc(C(C)C)s2)c1	25	146*	7	-25	-0.4	2.2	-0.1	-5	0.9	1
CCN(CC)C(=O)/C(NC(=O)c1ccccc1)=C(/Sc1ncccn1)c1ccccc1	-5	103	-8	5	-0.5	0.38	-0.5	7	1.1	-4
CCOc1ccc(OCC)c(NC(=O)CCS(=O)(=O)c2ccc(Br)s2)c1	-1	103	-2	1	0.1	1.1	-0.3	5	1	-4
Nc1ccccc1Nc1cc(-c2ccccc2)nn1-c1cccc(Cl)c1	-1	101	-2	1	1.0	0.88	-0.2	-13	1	-4
O=C(Nc1c2c(nc3ccccc13)CCCC2)c1ccccc1F	-5	97	-4	5	-0.2	1	-0.1	-8	1	0
O=C(CCCOc1ccccc1)Nc1cccnc1	0	96	-4	0	-0.8	1	-0.4	7	1	-2
COc1cc(/C=C2\C(=O)NN(c3ccccc3)C2=O)cc([N+](=O)[O-])c1O	35	94	14	-35	0.2	1.7	-0.4	1	0.9	-1
CCOC(=O)C1=C(C)N(CCCC(=O)O)C(=O)NC1c1ccc([N+](=O)[O-])cc1 (stereo unspecified)	8	94	-5	-8	0.9	1.2	-0.4	17	1.1	6
COc1ccc(-c2nn(-c3ccccc3)cc2/C=N/N=C(N)N)cc1OC	4	95	-1	-4	0.0	0.93	-0.6	2	1	1
NS(=O)(=O)c1ccc(NC(=O)CN2CCCC2)cc1	14	101	6	-14	-0.9	1.1	-0.1	8	0.9	-9
COc1ccc([N+](=O)[O-])cc1/C=N/NC(=O)c1nonc1N	-5	98	-5	5	-0.2	1.3	0.0	-6	1	-6
CCN(c1ccccc1)S(=O)(=O)c1ccc(Cl)c(C(=O)O)c1	32	98	2	-32	-0.3	1.3	-0.3	5	1	1
O=C(OCc1ccccc1)c1cn(-c2ccccc2)nc1-c1ccncc1	-14	98	0	14	0.9	0.87	-0.3	4	1	-3
COc1ccc(C(=O)ON=C2CCN(C)CC2)cc1	10	100	-6	-10	-0.2	1.1	-0.1	6	1.1	-3

# The last 3 records of the part before lead into the next.
SMILES	APP 5'UTR act	STAT1 activator	FLuc inh counter	APP transl inh	Redox H2O2 prof	NF-kB expr up	Hsp70 activator	G6PDH counter	FLuc stim CS	Efa HMGR inh
CCN(c1ccccc1)S(=O)(=O)c1ccc(Cl)c(C(=O)O)c1	32	98	2	-32	-0.3	1.3	-0.3	5	1	1
O=C(OCc1ccccc1)c1cn(-c2ccccc2)nc1-c1ccncc1	-14	98	0	14	0.9	0.87	-0.3	4	1	-3
COc1ccc(C(=O)ON=C2CCN(C)CC2)cc1	10	100	-6	-10	-0.2	1.1	-0.1	6	1.1	-3
Cc1ccc(CSc2nc3sc(C)c(C)c3c(=O)n2Cc2ccco2)cc1	9	94	-8	-9	4.8	1.2	0.0	7	1.1	1
CC(=O)C1C(=O)CC(C)(O)C(C(C)=O)C1c1ccc(N(C)C)cc1 (stereo unspecified)	-4	98	5	4	-0.9	1.1	0.4	-3	0.9	0
Cc1ccc(NC(=O)CSc2nnc(C3CC3)n2N)cc1S(=O)(=O)N1CCOCC1	-14	95	-6	14	-0.2	1	0.2	-1	1.1	-2
C/C=C/Cn1c(N(C)Cc2ccccc2)nc2c1c(=O)[nH]c(=O)n2C	11	110	2	-11	-0.9	1.3	-0.3	26	1	1
CC(=O)Nc1ccc(NC(=O)c2ccc(COc3ccc4c(C)cc(=O)oc4c3)cc2)cc1	4	104	-2	-4	-0.2	1	-0.6	9	1	-7
CN1CCN(C(=O)CN(c2cccc(Cl)c2)S(=O)(=O)c2ccccc2)CC1	-2	98	-6	2	-0.1	0.85	-0.1	1	1.1	7
CC(=O)Nc1ccc(S(=O)(=O)N(CCc2ccccc2)CC(=O)N/N=C/c2ccc(C(=O)O)cc2)cc1	18	97	-3	-18	-1.8	1.1	-0.2	6	1	-4
Cc1ccc(N)c(C(=O)CCCCC(=O)O)c1	34	101	0	-8	-0.2	1.2	-0.3	1	1	1
CCOc1ccc(-c2ccc(SCC(=O)Nc3nnc(C)s3)nn2)cc1	183*	103	65*	-183	-0.4	2.6	0.0	1	0.3	-6
CCOC(=O)c1[nH]c2ccc(F)cc2c1NC(=O)C(C)N1CCc2cc(OC)c(OC)cc2C1 (stereo unspecified)	-4	98	-8	4	-2.8	1.1	-0.2	-25	1.1	-4
O=C(NCc1ccccc1F)Nc1ccc([N+](=O)[O-])cc1	20	109	-8	-20	-0.2	1.3	-0.2	4	1.1	-3
COc1ccccc1NC(=O)c1ccccc1NS(C)(=O)=O	-6	101	-4	6	2.2	1.2	-0.2	-6	1	-1
CCOC1=NS(=O)(=O)c2ccccc21	-24	107	-1	24	0.0	0.97	-0.1	-2	1	-2
Cc1cc(=O)[nH]c(SCc2cccc(F)c2)n1	2	89	-7	-2	0.0	1.2	-0.2	1	1.1	-3
O=C(CSc1ncn[nH]1)N1CCOCC1	3	106	-4	-3	1.8	1.1	-0.3	13	1	1
O=C(CN(CCc1ccccc1)C(=O)CNS(=O)(=O)c1ccccc1)NCc1ccco1	-1	101	-9	1	0.1	0.99	-0.2	6	1.1	-2
COc1cccc(OC)c1C(=O)Nc1ccc([N+](=O)[O-])cn1	-1	98	-2	1	0.0	0.94	-0.4	5	1	1
CC(=O)CC(c1ccc([N+](=O)[O-])cc1)c1c(O)c2ccccc2oc1=O (stereo unspecified)	12	104	-7	-12	1.1	1.3	1.1	6	1.1	-4
COc1cc(-c2nc(S(=O)(=O)c3ccc(Cl)cc3)c(N(C)C)o2)cc(OC)c1OC	-2	91	-9	2	-2.6	1	-0.5	5	1.1	3
CCCCCCCCn1c(=O)c(C(=O)OCC)c(O)c2ccccc21	2	91	-6	-2	0.0	1.1	-0.6	-3	1.1	-6
Cc1nn(-c2ccccc2)c(N)c1C(c1ccc(C(C)C)cc1)c1c(C)nn(-c2ccccc2)c1N	20	93	-6	-20	-0.2	0.82	-0.4	6	1.1	-2
Cc1ccc(S(=O)(=O)N2CCN(C3CC(=O)N(CCc4ccccc4)C3=O)CC2)cc1C (stereo unspecified)	-24	98	-1	24	-7.7	1	-0.3	9	1	4
CS(=O)(=O)c1nc(-c2ccccc2)c(-c2ccccc2)[nH]1	-11	100	0	11	-0.1	1.1	0.1	15	1	0
O=C(CC1Oc2ccccc2NC1=O)NC1CCCC1 (stereo unspecified)	·	99	-5	·	-0.9	0.98	-0.4	18	1.1	1
COC(=O)c1oc2c(c1C)C(=O)CC(C)(C)C2	6	107	-3	-6	0.3	0.96	-0.1	8	1	2
O=S(=O)(/C=C/c1ccccc1)NC1CCCCCC1	-7	99	-1	7	-0.3	0.91	0.2	6	1	0
COc1ccc(S(=O)(=O)Nc2ccc(S(=O)(=O)N3CCCCC3)cc2)cc1OC	9	97	0	-9	2.3	0.67	0.4	20	1	-3
C/C(CC(=O)Nc1ccc(N(C)C)cc1)=N\NC(=O)c1ccncc1	10	102	0	-10	-1.4	1.3	-0.3	8	1	2
Cc1ccc(CN(c2ccc(C(=O)N3CCOCC3)cc2)S(C)(=O)=O)cc1	31	106	-7	-31	-0.6	1.2	-0.4	6	1.1	-1
Cc1cc(NC(=O)CSc2nc3c(sc4ccccc43)c(=O)n2CCCN2CCOCC2)n[nH]1	-7	101	-3	7	0.0	0.99	0.3	4	1	0
COc1ccc(NC(=O)CSc2c(C)nn(-c3nnc(C)c(=O)[nH]3)c2C)cc1	-20	98	-2	20	7.4	1	0.1	-6	1	-2
CCCOc1ccc(N2CC(C(=O)Nc3ccc(N4CCOCC4)cc3)CC2=O)cc1 (stereo unspecified)	5	100	-4	-5	-0.4	1	-0.1	-4	1	-1
COc1ccccc1CCNC(=O)CSc1ccc(-c2cccs2)nn1	-10	98	-1	10	-0.2	2	-0.3	6	1	-6
O=C(O)C(Cc1ccccc1)N1C(=O)C2CCCCC2C1=O (stereo unspecified)	3	111	4	-3	-0.6	1.1	-0.1	15	1	17*
Cc1cc(Cl)ccc1NC(=S)NCC(C)C	-1	106	0	1	-0.3	1.1	-0.2	9	1	-8
CCCCc1nc(NCCN2CCOCC2)c(C#N)c2c1COC(C)(C)C2	-5	100	1	5	0.4	1.1	0.0	2	1	-1
Cc1onc(-c2ccccc2)c1C(=O)Nc1nc(-c2ccccc2)cs1	29	119	-3	-29	-1.5	1.6	0.1	11	1	-4
CCOC(=O)C1CCN(Cc2nc3ccc([N+](=O)[O-])cc3c(=O)n2-c2ccc(OC)cc2OC)CC1	-7	97	-10	7	-2.0	0.85	0.5	1	1.1	0
CCCn1c(SCC(=O)N2CCc3ccccc32)nnc1-c1ccco1	-2	93	-2	2	2.0	0.84	0.2	-4	1	1
COc1ccc(-c2cc(C(=O)N/N=C/c3ccc4c(c3)OCO4)c3ccccc3n2)c(OC)c1	-9	101	0	9	0.8	2.3	0.2	0	1	-6
CCOc1ccc2nc(NC(=O)CSc3nc(-c4ccccc4)c(C#N)c(=O)[nH]3)sc2c1	31	114	6	-31	-0.9	1.6	0.1	5	0.9	0
